All columns: NCI-60 one-dose screen, growth in % after 48 h at 10 µM unless noted; 100 = growth as untreated, 0 = no growth, -100 = all killed.
SR = SR leukemia cells. 73,000 compounds, 8.7% hits. AID 1794780
RPMI-8226 = RPMI-8226 leukemia cells | 77,000 compounds, 7.5% hits | AID 1794781
K-562 = K-562 leukemia. 78,000 compounds, 7.4% hits
MDA-MB-468 = MDA-MB-468 breast cancer. 78,000 compounds, 8.5% hits
MDA-MB-231 = MDA-MB-231 breast cancer | 81,000 compounds, 5% hits
MCF7 = MCF7 breast cancer | 82,000 compounds, 6.3% hits | AID 1794796
CCRF-CEM = CCRF-CEM leukemia; 77,000 compounds, 7% hits; AID 1794778
MOLT-4 = MOLT-4 leukemia cells; 80,000 compounds, 6.9% hits; AID 1794779
The depositor's hits bear a star; . = not tested or not shown; & = joins results of further samples. Rule for the calls: active = growth percent below 10; inactive = the rest.

Values run as follows: SR	RPMI-8226	K-562	MDA-MB-468	MDA-MB-231	MCF7	CCRF-CEM	MOLT-4
- C=C1C(=O)O[C@H]2[C@H]1CC/C(COC(=O)NCCc1cccc(OC)c1)=C\CC[C@@]1(C)O[C@@H]21
    0.8*	25	11	19	29	15	4.4*	11
- Cc1ccc2c(C(C[N+](=O)[O-])c3ccccc3F)c(-c3ccccc3)[nH]c2c1 (configuration not stated)
    26	52	12	10	61	24	29	26
- Cc1c(C(=O)NCCCC(=O)NO)sc2ncnc(Nc3ccc(NC(=O)Nc4ccccc4)cc3)c12
    105	111	98	100	92	92	107	103
- CNC=O
    92	103	107	.	99	99	103	106
- CC(C)OC(=O)Nc1ccc(-c2nc(-c3cccc(OCCN4CCOCC4)c3)c(-c3ccnc(Br)c3)[nH]2)cc1
    -15*	.	0.9*	-1.1*	39	-9.1*	17	0.7*
- O=C1c2ccc3c4c(ccc(c24)C(=O)N1CCCCO)C(=O)N(CCCCO)C3=O
    5.4*	17	4.3*	-29*	65	28	6.4*	23
- O=C1CSC(c2ccc3c(c2)OCO3)N1Cc1ccc2c(c1)OCO2 (configuration not stated)
    .	84	118	74	74	.	76	95
- Cc1c(/C=C2\CSc3ccc(Cl)cc3C2=O)c(=O)n(-c2ccccc2)n1C
    103	90	.	102	101	97	.	87
- CC(=O)[C@H]1CC[C@H]2[C@@H]3CC[C@@H]4C[C@H](OC(=O)CCC(=O)O)CC[C@]4(C)[C@H]3CC(=O)[C@]12C
    97	99	102	99	104	100	103	98
- N#CCCN(C(=S)Nc1cccc(C(F)(F)F)c1)C1CCCCC1
    .	95	84	102	88	102	85	.
- CCOc1cccc(N)c1
    100	101	92	99	105	.	105	99
- Cc1cccc2c1O/C(=C\c1ccc([N+](=O)[O-])o1)C2=O
    2.5*	-35*	-44*	-58*	-47*	-40*	-26*	-15*
- O=C(O)CNS(=O)(=O)c1ccc(Oc2ccc(S(=O)(=O)NCC(=O)O)cc2)cc1
    97	100	94	107	102	93	100	96
- O=C(N/N=C1/C2C[C@@H]3C1C3C2C(=O)O)c1ccncc1 (some centres not stated)
    95	93	85	106	112	101	101	84
- O=C(N[C@@H]1C[C@H]1c1ccc(F)c(F)c1)N[C@@H]1C[C@H]1c1ccc(F)c(F)c1
    89	.	101	105	87	88	96	83

New compounds follow
Values run as follows: SR	RPMI-8226	K-562	MDA-MB-468	MDA-MB-231	MCF7	CCRF-CEM	MOLT-4
- Cc1cc(=O)oc2cc(OC(=O)N(c3ccccc3)c3ccccc3)ccc12
    .	95	83	92	97	89	98	90
- CCOC(=O)c1cc(C(O)C(O)C(O)CO)oc1C (configuration not stated)
    104	106	106	85	102	96	104	99
- COC(=O)C(C)NS(=O)(=O)/N=C1\NC(=O)NC1=C(Cl)Cl (configuration not stated)
    93	104	104	91	106	98	96	100
- O=C1CCC2(C3CC3)N1CCc1cncn12 (configuration not stated)
    94	99	100	94	102	93	99	65
- CS(=O)(=O)OCC1CCC(COS(C)(=O)=O)O1 (configuration not stated)
    121	101	107	101	109	110	99	121
- Cn1c2c(c(=O)n(C)c1=O)C1(C(=O)N(Cc3ccccc3)c3ccccc31)c1c(n(C)c(=O)n(C)c1=O)N2
    88	48	61	79	76	71	89	96
- O=C(NNc1nc2cc(F)cc(F)c2n2cccc12)c1ccncn1
    4.4*	9.1*	8.0*	-7.5*	32	5.0*	5.1*	4.2*
- CCN(CC)CCN1C(=O)c2c(c(C)c3c(oc4ccc(O)cc43)c2C)C1=O
    29	-37*	6.3*	48	-29*	4.3*	-15*	10
- c1ccc2c3c(ccc2c1)Oc1ccc2ccccc2c1C3CCC1c2c(ccc3ccccc23)Oc2ccc3ccccc3c21
    102	118	110	112	109	104	101	107
- CSc1nnc(CN2CCN(c3cc4c(cc3F)c(=O)c(C(=O)O)cn4C3CC3)CC2)o1
    85	96	93	85	93	97	85	86
- O=C1CCC23OC=CC2C2(Nc4ccccc4NC2=O)c2c(Cl)cccc2N13 (configuration not stated)
    108	100	99	115	99	96	110	98
- O=C(CN1CCCCCC1)Nc1nc2ccc([N+](=O)[O-])cc2s1
    107	101	99	107	109	97	102	105
- COc1ccc(/C=C2\SC(=N)N(c3ccccc3OC)C2=O)cc1
    94	91	89	99	94	92	90	91
- Cc1ccc(NC(=O)CSc2nnc(COc3cnc4ccccc4n3)o2)cc1
    .	97	87	92	77	81	98	85
- NC(N)=N/N=C(/c1ccccc1)c1ccccc1F
    3.1*	-37*	4.0*	29	22	16	-2.2*	22

(continued)
Values run as follows: SR	RPMI-8226	K-562	MDA-MB-468	MDA-MB-231	MCF7	CCRF-CEM	MOLT-4
- CC(=O)Nc1nc(-c2ccccc2)cs1
    90	.	98	95	100	88	.	.
- COc1ccc(Oc2nc(Nc3ccc(N4CCOCC4)nc3)ncc2NC(=O)c2cc(OC)cc(OC)c2)cc1
    .	49	50	82	82	64	64	.
- C=CCOc1ccc(/C=C/C(=O)c2c(O)c(OC)c(OC)c(OC)c2OC)cc1
    .	107	.	93	106	92	101	.
- Cc1cc2c(C(C)C)c(O)c(O)c(C=Nc3ccccc3[N+](=O)[O-])c2c(O)c1-c1c(C)cc2c(C(C)C)c(O)c(O)c(C=Nc3ccccc3[N+](=O)[O-])c2c1O
    .	62	35	81	74	91	35	26
- NC(=O)c1cc(Br)ccc1NC(=O)/C=C/c1ccccc1
    -10*	24	15	28	45	20	9.6*	37
- COc1ccc2nc(C)cc(S(=O)Cc3nccc(OCC(F)(F)F)c3C)c2c1 (configuration not stated)
    34	99	60	93	95	78	60	80
- CC(Sc1nc2sc3c(c2c(=O)n1-c1ccc(Cl)cc1)CCCC3)C(=O)Nc1ccc([N+](=O)[O-])cc1Cl (configuration not stated)
    112	89	93	112	88	80	103	90
- O=C(O)c1ccc(N2C(=O)c3ccccc3C2=O)cc1[N+](=O)[O-]
    76&89	87&105	86&101	118&96	113&117	92&88	89&104	86&95
- COc1ccc(C(=O)N2c3ccccc3Sc3ccccc32)c(OC)c1
    22	16	11	0.2*	38	20	16	12
- c1cc2cccc3c4cccc5cccc(c(c1)c23)c54
    108	113	110	101	94	84	103	105
- COc1cc(C)cc(C(O)Cc2cccc(-c3ccc(N)nc3)n2)c1 (configuration not stated)
    101	103	107	88	106	101	50	106
- CCCCNC(=O)Oc1ccc(/C(=C(\C)c2ccc(Cl)cc2)c2ccc(OCCN(CC)CC)cc2)cc1
    3.3*	64	8.2*	72	70	30	64	58
- O=C(CC1c2ccccc2NC(=O)N1Cc1ccccc1)c1ccccn1 (configuration not stated)
    91	103	89	104	88	98	102	93
- O=C1/C(=C/c2ccccc2)SC(=S)N1CCc1ccc(O)cc1
    94	96	91	74	87	112	74	89
- O=C1OC(=O)[C@H]2[C@@H]1[C@H]1C=C[C@@H]2OC1=O
    134	131	132	.	114	89	110	146

A run of entries of the results above, as a working copy:
Values run as follows: SR	RPMI-8226	K-562	MDA-MB-468	MDA-MB-231	MCF7	CCRF-CEM	MOLT-4
- COc1ccc(C(=O)N2c3ccccc3Sc3ccccc32)c(OC)c1
    22	16	11	0.2*	38	20	16	12
- c1cc2cccc3c4cccc5cccc(c(c1)c23)c54
    108	113	110	101	94	84	103	105
- COc1cc(C)cc(C(O)Cc2cccc(-c3ccc(N)nc3)n2)c1 (configuration not stated)
    101	103	107	88	106	101	50	106
- CCCCNC(=O)Oc1ccc(/C(=C(\C)c2ccc(Cl)cc2)c2ccc(OCCN(CC)CC)cc2)cc1
    3.3*	64	8.2*	72	70	30	64	58
- O=C(CC1c2ccccc2NC(=O)N1Cc1ccccc1)c1ccccn1 (configuration not stated)
    91	103	89	104	88	98	102	93
- O=C1/C(=C/c2ccccc2)SC(=S)N1CCc1ccc(O)cc1
    94	96	91	74	87	112	74	89
- O=C1OC(=O)[C@H]2[C@@H]1[C@H]1C=C[C@@H]2OC1=O
    134	131	132	.	114	89	110	146

(listing goes on)
Values run as follows: SR	RPMI-8226	K-562	MDA-MB-468	MDA-MB-231	MCF7	CCRF-CEM	MOLT-4
- CN(C)c1ccc(/C=N\NC(=O)CCCCC(=O)N/N=C\c2ccc(N(C)C)cc2)cc1
    86	84	91	101	103	101	81	97
- OCCC1CCNCC1
    .	103	95	108	113	93	92	88
- CC(C)(CCc1ccccn1)C(=O)CCCc1ccccn1
    91	.	95	107	96	99	85	101
- CC12O[C@H](C[C@@H](OC(=O)CCC(=O)O)[C@H]1O)n1c3ccccc3c3c4c(c5c6ccccc6n2c5c31)C(=O)NC4=O
    0.8*	59	44	26	64	19	8.0*	5.2*
- O=C1CC=Nc2ccc([N+](=O)[O-])cc21
    96	113	104	105	110	94	106	102
- Cc1cc(=O)n(C(=O)Nc2ccccc2)c2cc(O)ccc12
    126	105	104	109	105	98	106	114
- Ic1ccc(OCCCCCn2ccnc2)cc1
    34	53	36	.	77	84	54	66
- CC(C)C1CCC(C)C(C2(C#N)C(N)=NC(N)=C2C#N)C1=O (configuration not stated)
    102	89	99	107	96	93	103	96
- COc1cc(-c2n[nH]nc2-c2ccccn2)cc(OC)c1OC
    .	85	91	104	98	96	98	97
- N#C/C(=C\N1C(=O)/C(=C/c2cccc([N+](=O)[O-])c2)SC1=S)c1nc2ccccc2s1
    73	60	77	82	80	71	86	87
- CC(C)(C)c1cc(/N=C/c2ccc(F)cc2)n(-c2ccccc2)n1
    73	67	89	106	104	90	92	91
- Cc1ccc2c(n1)C(=O)C(Cl)=C(Nc1ccccc1C(=O)OC(C)(C)C)C2=O
    -31*	-32*	-16*	-77*	56	-60*	-27*	-33*
- CC#CC#Cc1cccc(=O)o1
    -9.2*	46	74	29	45	29	12	65
- O=C(O)CC1(C(=O)O)CCCC1
    105	.	108	111	93	94	101	116
- O=C1Nc2nc(=O)nc3[nH]c(=O)nc(n23)N1
    100	103	99	94	99	97	.	96

Next section
Values run as follows: SR	RPMI-8226	K-562	MDA-MB-468	MDA-MB-231	MCF7	CCRF-CEM	MOLT-4
- O=C(Cn1cc(CN2CCCCC2)nn1)Nc1ccc2c(ccn2Cc2ccccc2)c1
    116	89	88	85	91	94	.	119
- CC(=O)c1ccc(Nc2nc(NCc3ccccc3)c3ccccc3n2)cc1
    79	101	95	105	.	94	97	90
- ClCC1CCCO1 (configuration not stated)
    99	107	117	98	89	96	105	102
- Cc1cccc(NC2CC(=O)N(c3cccc(Cl)c3Cl)C2=O)c1C (configuration not stated)
    103	101	104	99	102	91	106	108
- OCc1ncc(-c2ccc(C(F)(F)F)cc2)c(NC2CCCCCC2)n1
    82	91	118	84	111	93	103	97
- CC(C)(C)c1cc(CNC2CCCCC2)c(O)c(CNC2CCCCC2)c1
    .	67	66	87	71	86	84	106
- O=C(Nc1ccccc1)c1cc(Cl)ccc1O
    49	20	34	48	71	82	68	77
- NC1=CSc2ncnc3ncn1c23
    106	95	112	83	105	91	97	102
- c1ccc(-c2oc3ccccc3c2-c2ccccc2)cc1
    57	107	68	98	100	115	86	55
- O=C(NCCN1CCCCC1)n1cc(-c2ccncc2)c(-c2ccc(Cl)c(O)c2)n1
    71	.	90	84	74	91	87	88
- Cn1cc(-c2noc(-c3cn(C)c4ncc(F)cc34)n2)c2cc(F)ccc21
    86	87	79	97	57	53	107	91
- CCOC(=O)c1cc(C(=O)c2ccc(OC)cc2)n2ccc(/C=C/c3ccncc3)cc12
    117	109	102	104	104	99	104	104
- COc1cc(/C=C2\C(=O)N(c3c(Cl)cccc3Cl)c3ccccc32)cc(OC)c1OCCCCCCn1c2ccccc2c(=O)c2ccccc21
    86	102	99	108	100	92	104	90
- CC(=[N-])N1CCC[C@@H](Nc2c3ccccc3nc3ccccc23)C1.[Cl][Pt].[NH-]CCC[NH-]
    17	30	19	-10*	47	11	35	15
- CO[C@@H]1[C@@H](OC)N(S(=O)(=O)c2ccc(Cl)cc2)C(=O)N1S(=O)(=O)c1ccc(Cl)cc1
    .	78	77	93	77	84	84	57

The list goes on.
Values run as follows: SR	RPMI-8226	K-562	MDA-MB-468	MDA-MB-231	MCF7	CCRF-CEM	MOLT-4
- CCOC(=O)c1sc(/N=C2\C(=O)Nc3ccc(C)cc32)nc1C
    106	109	101	126	102	92	106	113
- CCCCCC(=O)OCc1ccc(Cl)c(Cl)c1
    98	104	99	123	110	94	109	99
- O=C(O)c1ccccc1Cl
    101	114&102	98	115&113	105&112	100&101	100	96
- O=C(O)c1cc(=O)[nH]c2ccc([N+](=O)[O-])cc12
    .	125	.	123	86	91	119	112
- CC(C)CC(NC(=O)C(Cc1ccccc1)NC(=O)C1CCCN1C(=O)OCc1ccccc1)C(=O)OC(C)(C)C (configuration not stated)
    69	89	100	96	99	83	93	79
- Cc1cc(-c2ccccc2N)c2[nH]c3ccccc3c2c1-c1ccccc1
    65	75	68	105	92	75	74	65
- Nc1ccc(Nc2ccccc2)c(S(=O)(=O)O)c1
    115&103	96	101&100	114&109	108&113	101&98	93&82	89&96
- c1cncc(CNc2ccccc2-c2nnc(Nc3ccc4c(c3)OCCO4)o2)c1
    14	.	14	-0.4*	26	21	14	22
- CN(C)C(=N)OCc1ccccc1
    94	103	100	123	99	106	116	101
- Cc1ccc(C(=O)Nc2ccc3c(c2)CN(C2CCC(=O)NC2=O)C3=O)cc1 (configuration not stated)
    94	101	103	109	96	49	101	111
- NS(=O)(=O)c1ccc(Nc2nc(N/N=C/c3ccccn3)nc(Nc3ccccc3)n2)cc1
    12	37	12	-30*	-30*	1.5*	6.0*	3.1*
- CCCCCCCCCCCCn1c(C)nc2ccccc21
    46	16	35	11	69	60	59	68
- Cc1ccc(-c2cc(C(=O)N=Nc3c(O)[nH]c4ccccc34)c3ccccc3n2)cc1
    5.3*	.	14	26	2.8*	6.6*	23	32
- CC(C)(CO)NC(=O)c1ccc(C(C)(C)C)cc1
    103	102	106	108	102	93	98	96
- Cn1c([N+](=O)[O-])cnc1/C=C1\Oc2cc(O)ccc2C1=O
    58	105	89	81	88	76	86	.
- COc1ccc2[nH]c(O)c(N=NC(=O)c3cc4ccccc4[nH]3)c2c1
    86	104	98	123	116	91	103	103

Assay outcomes deposited in PubChem BioAssay by NCI.
